# Screens (PubChem BioAssay)
# GLS inh = blocks human kidney-isoform glutaminase activity; O94925; Potency, µM (top dose mostly 45.5 µM), inactives show at the highest dose activity change, negative = inhibition, hits mostly inhibitors; 0.21% of 410,000 active; GLS enzymatic activity, qHTS titration; active = well fitted inhibition curve with a large enough effect; inconclusive = small, poorly fitted or top-dose-only effect, or another doubt; inactive = no such curve, though single readings can be large or run the other way; also: potency is read from the fitted curve at half-maximal effect
#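 Glutamate formation by hKGA was monitored fluorometrically using coupled glutamate oxidase, HRP and Amplex Red. Substrate was added as 1 mM L-glutamine solution; incubation was 30 min at RT after an initial read.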
# PI4K2A inh = PI4K2A (human) kinase inhibition | AID 1346378 | activity change, negative = inhibition, % at 76.9 µM | 0.13% of 420,000 active | purified PI4K2A, ADP-Glo luminescence, 1 h; hits give low values | Q9BTU6; in the data active = activity change below about -50%; inconclusive = mostly about -30% to -49%;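 also: -100% = wells without enzyme as full effect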
# Target sequence (Q9BTU6 whole entry, looked up): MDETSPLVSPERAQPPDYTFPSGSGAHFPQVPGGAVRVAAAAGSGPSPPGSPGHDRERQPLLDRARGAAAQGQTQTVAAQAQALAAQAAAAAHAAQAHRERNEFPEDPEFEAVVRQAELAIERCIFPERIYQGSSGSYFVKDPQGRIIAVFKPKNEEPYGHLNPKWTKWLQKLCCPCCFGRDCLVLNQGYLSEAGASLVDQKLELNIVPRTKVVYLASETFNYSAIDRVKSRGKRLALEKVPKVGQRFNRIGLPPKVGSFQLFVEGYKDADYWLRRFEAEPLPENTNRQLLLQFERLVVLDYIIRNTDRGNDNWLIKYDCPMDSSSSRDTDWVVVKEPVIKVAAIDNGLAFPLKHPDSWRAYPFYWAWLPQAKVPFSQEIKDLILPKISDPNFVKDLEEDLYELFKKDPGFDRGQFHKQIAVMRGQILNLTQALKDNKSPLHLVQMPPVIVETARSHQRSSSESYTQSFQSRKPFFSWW
#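 ADP-Glo luminescence measured ADP generated by PI4K2A enzyme (4 ug/mL before mixing) with 1.2 mM PI substrate (pre-mix) and 300 microM ATP (pre-mix). Tris pH7.5 buffer with MgCl2, Triton X-100; 1 h reaction at ambient temperature.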
# * hit, by the source's call; ? = inconclusive; [ ] = remark or other dose. Unless noted, % is scaled to controls: 0 for no effect and ±100 for the full control effect.
SMILES,GLS inh,PI4K2A inh
O=S1(=O)N[C@@H](Cc2ccccc2)COc2cccc(N3CCN(Cc4ccccc4F)CC3)c21,-8%,0
COC(=O)c1ccc2nc(-c3ccc(C)cc3)c(Cc3cccc(F)c3)n2c1,10%,2
O=C(NC1CCCCC1)C(c1cc2ccccc2o1)N1CCOCC1 (stereo not drawn),6%,3
CC(C)(C)c1ccc(CC(=O)N2CCC2(C)C(=O)NCc2ccc(Cl)cc2)cc1 (stereo not drawn),-8%,3
CS(=O)(=O)Nc1cccc(NC(=O)c2cccc3c(-c4ccc(F)c(F)c4)coc23)c1,4%,0
NC(=O)c1cccc(-c2ccnc3c2CC(C(=O)NCC2CC2)O3)c1 (stereo not drawn),1%,11
CC(C)(C)OC(=O)N1C(=O)[C@](OC(=O)c2ccccc2)(c2ccc(F)cc2)c2ccccc21,7%,3
c1coc(-c2ccc3nncn3c2)c1,6.3µM*,?
CCCCn1nnnc1C(c1cc2ccccc2o1)N1CCN(CCN(C)C)CC1 (stereo not drawn),1%,8
CCCS(=O)(=O)NC(=O)C1(C)CCCN(C(=O)c2c(OC)cccc2OC)C1 (stereo not drawn),7%,0
CCN(CC)CCC12CC(C)OC1=Nc1ccccc1NC2=O (stereo not drawn),8%,2
COc1ccc(OC)c(S(=O)(=O)NC(=O)C2(C)CCN2C(=O)Cc2ccccc2)c1 (stereo not drawn),-3%,5
COc1cc(OC)cc(C2=Cc3ccc(OC)cc3C(CC(C)=O)N2c2ccc(C#CCCO)cc2)c1 (stereo not drawn),12%,0
Cc1cnc(C(=O)N(c2ccc(N3CCOCC3)cc2)C2C(=O)Nc3ccccc3N=C2c2ccc3c(c2)OCO3)cn1 (stereo not drawn),42%[activator],1
O=S1(=O)CC(N2CC=CC2)CN1C1CCCCC1 (stereo not drawn),11µM*,-1
CCOC(=O)[C@]12CCC=C1N(Cc1ccc3c(c1)OCO3)C(=O)[C@H](CC(=O)NCc1ccc(OC)c(OC)c1)C2,2%,-1
CN(C)CCNc1ncnc2c1ncn2[C@H]1CN(Cc2ccncc2)C[C@@H](CO)O1,8%,-4
CC1=C(C(=O)N2CCCCCC2)CC(CC(=O)NCCc2ccccn2)C(=O)N1Cc1ccc(F)cc1 (stereo not drawn),-4%,-1
O=C(Nc1cccc(Oc2ccccc2)c1)C1Cc2c(-c3ccco3)ccnc2O1 (stereo not drawn),-3%,-2
O=C(NCc1ccccc1)c1cc(C2CCCN(S(=O)(=O)c3cccc4cccnc34)C2)on1 (stereo not drawn),-5%,1
COc1ccc(-c2cc(NC=O)c3ncc(-c4cccc(C(F)(F)F)c4)n3c2)cc1OC,?,-5
COC(=O)N(C)C[C@@H]1OCc2cn(nn2)CCCC(=O)N([C@H](C)CO)C[C@H]1C,5%,0
CCN(CC)c1ncnc2c1ncn2[C@H]1CN(Cc2ccc(OC)cc2)C[C@@H](CO)O1,6%,-3
O=S1(=O)CC(N2CCSCC2)CN1Cc1cn(Cc2cccc(C(F)(F)F)c2)nn1 (stereo not drawn),3%,-2
COc1cccc(-c2cnc(C(O)c3cccc(F)c3)[nH]2)c1 (stereo not drawn),9%,-12
CC(C)CNc1ncnc2c1ncn2[C@H]1CN(Cc2ccncc2)C[C@@H](CO)O1,-4%,2
CCCNC(=O)C1(C)CCN1C(=O)c1ccccc1CCc1ccccc1 (stereo not drawn),-4%,-1
Cc1cccc(COC[C@H](CC(C)C)N2CCN(C(=O)c3ccc(C(C)(C)C)cc3)CCC2=O)c1,-3%,1
N#Cc1ccc(-c2ccc3nccn3c2)cc1,3%,-5
CC(NC(=O)C1CCN(Cc2ccc(Oc3ccccc3)cc2)CC1)c1cccc2ccccc12 (stereo not drawn),4%,0
COc1cccc(CN2CCC2(C)C(=O)Nc2cnc3ccccc3c2)c1F (stereo not drawn),2%,0
CC1(C(=O)NS(=O)(=O)c2ccccc2Cl)CCN1C(=O)Cc1ccccc1Cl (stereo not drawn),5%,-5
CC1(C(=O)NS(=O)(=O)c2cccs2)CCN1C(=O)C1CC1 (stereo not drawn),4%,1
COCCN1C[C@@H](CO)O[C@@H](n2cnc3c(N4CCOCC4)ncnc32)C1,3%,2
O=C(Nc1cccc(C(F)(F)F)c1)c1csc([C@@H]2O[C@H](CO)[C@H](O)[C@H](O)[C@H]2O)n1,3%,3
COc1ccc(-c2oc3c(c2C(=O)OCCO)C(OCCCO)CCC3)cc1 (stereo not drawn),-16%,6
CCCCCc1c(-c2cccc(F)c2)ncn1CCc1ccccc1OC,7%,-7
COc1ccc([C@H]2CC(=O)C[C@@H](CCn3nnc4ccccc43)O2)cc1,-6%,2
Cc1cccc(-c2cnc(C(O)c3ccc(F)c(C)c3)[nH]2)c1 (stereo not drawn),4%,2
CC1(C(=O)NS(=O)(=O)c2cccc(OC(F)F)c2)CCN1C(=O)C1CC1 (stereo not drawn),-9%,-4
COCCNC(=O)C1(C)CCN(Cc2ccccc2C#N)C1 (stereo not drawn),2%,-6
CCCNC(=O)C1(C)CCN(C(=O)c2ccccc2OC)C1 (stereo not drawn),1%,-2
CCCNC(=O)c1cc2c(c(-c3cccc(-c4ccccc4F)c3)n1)[C@H](CCO)N(C(=O)CC1CC1)C2,-20%,5
CCNC(=O)C1(C)CCCN1Cc1c(F)cccc1F (stereo not drawn),-6%,3
COc1cc(CNC(=O)c2cc(-c3cc(F)ccc3OCC3CCCO3)n[nH]2)cc(OC)c1 (stereo not drawn),1%,-1
COC(=O)Cc1ccc(OC2(C)CCN(Cc3ccc(-c4ccccn4)cc3)C2)cc1 (stereo not drawn),-5%,-3
CCNC(=O)C1CCCN(C(=O)c2ccco2)CC1 (stereo not drawn),-2%,1
Cc1ccc(Cc2c(C3CCCCC3)nc3c4ccccc4ccn23)cc1,1%,-5
CCCCNC(=O)C1c2ccccc2OCC(=O)N1CCCN1CCOCC1 (stereo not drawn),3%,1
CCOC(=O)C1=CC[C@@H](c2ccccc2)N(S(=O)(=O)c2ccc(C)cc2)[C@H]1c1ccc(CC)cc1,-2%,1
O=C1CC2c3ccccc3CCN2C(=O)CN1Cc1ccccc1 (stereo not drawn),4%,-2
NC(COCc1ccccc1)c1csc(Nc2ccc(C(=O)c3ccccc3)cc2)n1 (stereo not drawn),10%,-1
CSc1ccc(CN2CCC(C)(Oc3cccc(C#N)c3)C2)cc1 (stereo not drawn),1%,0
CC1=C(C(=O)N2CCCCCC2)CC(CC(=O)NC2CCCCC2)C(=O)N1Cc1ccc(C(C)(C)C)cc1 (stereo not drawn),-5%,-4
CCOc1ccc(-c2cc(C(=O)Nc3cc(OC)c(OC)c(OC)c3)[nH]n2)c(C)c1,1%,-3
OC[C@@H]1CN(Cc2ccncc2)C[C@H](n2cnc3c(NCc4ccco4)ncnc32)O1,-3%,-1
CC1Nc2ncnc(N3CCc4ccccc4C3)c2N(Cc2ccccc2)C1=O (stereo not drawn),-8%,-1
CCCNC(=O)c1cc(C2CCCCN2C(=O)c2ccccc2)on1 (stereo not drawn),-3%,3
CN(C)CCNc1nc(Oc2cccc(F)c2)c2sccc2n1,10%,-5
CCCCn1nnnc1C(c1ccccc1)N1CCc2ccccc2C1 (stereo not drawn),22%,-1
# Next section.
SMILES,GLS inh,PI4K2A inh
COc1ccc(C(NC(=O)C2CCN(Cc3cc(OC)cc(OC)c3)CC2)c2ccccn2)cc1 (stereo not drawn),5%,-4
CCOC(=O)c1ccc(Nc2ccc(C(C)=O)cc2)cc1,15%,0
CONC(=O)c1ccc(-c2cccc3nccn23)cc1,8%,-7
COc1ccc(S(=O)(=O)N2CCC[C@H]2C(=O)N2CCC[C@H]2C(=O)N[C@H](C)c2ccccc2)cc1C,-3%,-2
CC(C)C[C@H]1CNC(=S)N1C[C@H]1CCCN1C[C@H](CC(C)C)N1C[C@H](CC(C)C)N(CCc2ccccc2)C1=S,16%,3
Cc1noc(C)c1-c1ccc(C(=O)NC2CCCCC2)c2occc12,0%,-4
c1ccc(COc2cccc(-c3cc4nc(NCCOc5ccccc5)ccn4n3)c2)cc1,3%,-8
CC(=O)c1cccc(NC(=O)C2(C)Cc3c(-c4ccccc4)ccnc3O2)c1 (stereo not drawn),-3%,-1
Nc1[nH]c(C(=O)c2ccccc2)c(-c2cccnc2)c1C(=O)NCCc1ccc(Cl)cc1Cl,15%,-1
COc1ccc(CNC(=O)c2ccc(-n3ccnc3)c3ccoc23)cc1OC,-2%,?
COc1ccc(CN2C(=O)c3ccccc3C2c2nnnn2Cc2ccccc2)cc1OC (stereo not drawn),17%,0
Cc1ccc(Cc2c(-c3ccc(C#N)cc3)nc3c4ccccc4ccn23)cc1,1%,-4
COc1ccc(NC(=O)c2cc(C3CCCCN3S(=O)(=O)c3cccs3)on2)c(C)c1 (stereo not drawn),-5%,-2
CC[C@H](NC(=O)/C=C/[C@H]1O[C@@H](n2cc(C)c(=O)[nH]c2=O)C[C@@H]1O)c1ccccc1,-12%,-1
CC(C)CNC(=O)C1(C)CCCN1Cc1ccc(OC(F)(F)F)cc1 (stereo not drawn),1%,-1
CCOC(=O)C1(C)CCCN1C(=O)c1c(F)cccc1F (stereo not drawn),1%,3
O=C1/C(=C/c2ccc(S(=O)(=O)O)cc2S(=O)(=O)O)CCc2ccccc21,9%,-1
CC(C)(C)c1ccc(CC(=O)N2CCC2(C)C(=O)NS(=O)(=O)c2ccc(C#N)cc2)cc1 (stereo not drawn),1%,-1
CC1(C(=O)NS(=O)(=O)c2cccc(OC(F)F)c2)CCN1C(=O)Cc1cccs1 (stereo not drawn),1%,-5
CC1(C(=O)NCc2ccccc2Br)CCN1C(=O)C1(c2ccc(Cl)cc2)CC1 (stereo not drawn),-13%,-1
O=C(NCCO)c1cccc(-c2ccc3nncn3c2)c1,2%,-7
O=C(Nc1cccc(Cl)c1)c1csc(COCCO)n1,2%,6
Cc1cc(C)cc(CC(=O)N2CCC2(C)C(=O)NS(=O)(=O)c2ccc(C(C)(C)C)cc2)c1 (stereo not drawn),1%,1
CCc1ccc2cc(C)cnc2n1,-6%,0

# 22 structures already listed, arranged by formula weight, high to low.
SMILES,GLS inh,PI4K2A inh
CC(C)C[C@H]1CNC(=S)N1C[C@H]1CCCN1C[C@H](CC(C)C)N1C[C@H](CC(C)C)N(CCc2ccccc2)C1=S,16%,3
COc1ccc(S(=O)(=O)N2CCC[C@H]2C(=O)N2CCC[C@H]2C(=O)N[C@H](C)c2ccccc2)cc1C,-3%,-2
Nc1[nH]c(C(=O)c2ccccc2)c(-c2cccnc2)c1C(=O)NCCc1ccc(Cl)cc1Cl,15%,-1
COc1ccc(C(NC(=O)C2CCN(Cc3cc(OC)cc(OC)c3)CC2)c2ccccn2)cc1 (stereo not drawn),5%,-4
CC1(C(=O)NCc2ccccc2Br)CCN1C(=O)C1(c2ccc(Cl)cc2)CC1 (stereo not drawn),-13%,-1
Cc1cc(C)cc(CC(=O)N2CCC2(C)C(=O)NS(=O)(=O)c2ccc(C(C)(C)C)cc2)c1 (stereo not drawn),1%,1
CC(C)(C)c1ccc(CC(=O)N2CCC2(C)C(=O)NS(=O)(=O)c2ccc(C#N)cc2)cc1 (stereo not drawn),1%,-1
CC1(C(=O)NS(=O)(=O)c2cccc(OC(F)F)c2)CCN1C(=O)Cc1cccs1 (stereo not drawn),1%,-5
COc1ccc(CN2C(=O)c3ccccc3C2c2nnnn2Cc2ccccc2)cc1OC (stereo not drawn),17%,0
c1ccc(COc2cccc(-c3cc4nc(NCCOc5ccccc5)ccn4n3)c2)cc1,3%,-8
CC[C@H](NC(=O)/C=C/[C@H]1O[C@@H](n2cc(C)c(=O)[nH]c2=O)C[C@@H]1O)c1ccccc1,-12%,-1
O=C1/C(=C/c2ccc(S(=O)(=O)O)cc2S(=O)(=O)O)CCc2ccccc21,9%,-1
COc1ccc(CNC(=O)c2ccc(-n3ccnc3)c3ccoc23)cc1OC,-2%,?
Cc1ccc(Cc2c(-c3ccc(C#N)cc3)nc3c4ccccc4ccn23)cc1,1%,-4
CC(=O)c1cccc(NC(=O)C2(C)Cc3c(-c4ccccc4)ccnc3O2)c1 (stereo not drawn),-3%,-1
Cc1noc(C)c1-c1ccc(C(=O)NC2CCCCC2)c2occc12,0%,-4
O=C(Nc1cccc(Cl)c1)c1csc(COCCO)n1,2%,6
CCOC(=O)C1(C)CCCN1C(=O)c1c(F)cccc1F (stereo not drawn),1%,3
CCOC(=O)c1ccc(Nc2ccc(C(C)=O)cc2)cc1,15%,0
O=C(NCCO)c1cccc(-c2ccc3nncn3c2)c1,2%,-7
CONC(=O)c1ccc(-c2cccc3nccn23)cc1,8%,-7
CCc1ccc2cc(C)cnc2n1,-6%,0

# Some of the compounds tested. The share of hits here may be higher or lower than overall.
